Assay outcomes deposited in PubChem BioAssay by PCMD.
Yeast tox: yeast growth toxicity, wild-type and mutant, primary screen, cytotoxicity control for eIF2B function restoration project, wild-type and eIF2Bepsilon R284H mutant, A595; S. cerevisiae wild-type growth, A595 turbidity, 16 h; growth inhibition, % at 25 µM (by protocol); hit rate 0.3% among 30,000;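 active means mutant and wild-type yeast strains alike exhibit over 30% growth inhibition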;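 further: 0% = untreated cell controls and 100% = YPD media blanks without cells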
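System – wild-type and eIF2Bepsilon-R284H mutant S. cerevisiae, screened separately · Measured by – absorbance at 595 nm (turbidity) · Timing – 16 h compound exposure during growth at 30 °C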
eIF2B yeast act: GCN4-lacZ reporter reduction in eIF2B-epsilon mutant yeast, primary screen, S. cerevisiae, eIF2B-epsilon R284H, Beta-Glo luminescence; inhibition, % at 25 µM (by protocol); hit rate 0.91% among 27,000; AID 688, 2007;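 active means mutant luminescence inhibited past about 50% while wild type luminescence and mutant growth stay under set limits, limit read from the data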; further: some compounds called inactive have numbers as strong as hits
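Material: yeast eIF2B-epsilon R284H mutant carrying GCN4–beta-galactosidase fusion. Medium: YPD yeast growth medium. Incubation: 16 h growth with compound at 30 °C, 90 min Beta-Glo step. Signal: Beta-Glo luminescence plus absorbance at 595 nm. Evaluation: % inhibition of reporter signal and growth versus controls. Doses: 25 µM single dose.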
Yeast tox inhibition %: also measured in Yeast tox; calls as there; growth inhibition, %; S. cerevisiae eIF2Bepsilon-R284H mutant growth, A595 turbidity, 16 h;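 each compound tested once at 25 µM; 0% equals untreated cells and 100% equals cell-free medium blanks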
eIF2B yeast act mutant toxicity: further read-out of eIF2B yeast act, marked with its call; growth inhibition, %; measured here: mutant yeast growth, toxicity;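 each compound tested once at 25 µM; zero equals untreated control growth and 100 equals blank medium absorbance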
* hit, by the source's call; x = not tested or not shown.

Values run as follows: Yeast tox | Yeast tox inhibition % | eIF2B yeast act | eIF2B yeast act mutant toxicity
- CC(=O)NCC(=O)N(c1c(C)n(C)n(-c2ccccc2)c1=O)C1(C(=O)NC2CCCC2)CCCCC1
  -4.0 | 3.9 | -8.8 | 3.9
- CCOC(=O)CSc1nnc(CSc2nc3sc4c(c3c(=O)[nH]2)CCC4)n1-c1ccccc1
  4.2 | 18.9 | 16.9 | 18.9
- O=C1NC2(CCCCC2)N=C1c1ccc(Br)cc1
  21.1 | 7.7 | x | x
- CCc1ccc(N/C(SCc2cccc(F)c2)=C(/C#N)C(=O)NCc2ccco2)cc1
  -8.6 | 6.5 | 16.9 | 6.5
- COc1ccccc1Nc1ncccc1C(=O)O
  26.9 | -13.6 | 19.1 | -13.6
- Cc1ccc(S(=O)(=O)N2CCN(C(=O)COc3ccc(NC(=O)c4ccco4)cc3)CC2)cc1
  9.3 | -12.8 | x | x
- CCOc1ccc(N2CC(C(=O)Nc3ccc(N4CCOCC4)cc3)CC2=O)cc1 (centres undefined)
  6.3 | 0.0 | -16.5 | x
- COc1ccc(C(C)C)cc1S(=O)(=O)n1cnc(C)c1
  33.5 | 11.6 | x | x
- O=C(Nc1ccc2oc(=O)ccc2c1)c1ccco1
  7.6 | 3.6 | x | x
- CCc1nnc(NC(=O)CN2CCN(c3ccc(Cl)cc3)CC2)s1
  2.4 | 7.5 | 10.8 | 7.5
- CCOC(=O)C1CCN(C(=O)c2n[nH]c(=O)c3ccccc23)CC1
  17.1 | -3.5 | -12.0 | -3.5
- Cc1cc(NC(=O)C2CCN(S(=O)(=O)Cc3ccccc3)CC2)ccc1-n1cnnn1
  -6.3 | -3.6 | 8.0 | -3.6
- CCC(=O)NCCc1nc2ccccc2n1Cc1ccccc1
  -0.3 | -32.4 | -31.8 | -32.4
- CCOC(=O)C1=C(CSc2nc(-c3ccncc3)ccc2C#N)OC(N)=C(C#N)C1c1ccc(OC)cc1 (centres undefined)
  3.7 | 3.1 | 15.8 | 3.1
- COc1ccc(NC(=O)CSc2[nH]c(=O)cc(C)c2C#N)cc1OC
  3.1 | 0.0 | 8.0 | x
- CC(C)Sc1nc(N2CCCC2)c2c(c1C#N)CC(C)(C)OC2
  11.8 | 24.0 | 15.6 | 24.0
- O=C(Nc1ccc(Cl)c(Cl)c1)N1CC=CCC1
  -5.6 | 5.3 | 18.7 | 5.3
- CCOC(=O)N1CCN(C(=O)CN(Cc2ccc(Cl)cc2)S(=O)(=O)c2ccc(C)cc2)CC1
  9.1 | 5.6 | 22.1 | 5.6
- Cn1c(N)c(C(=O)CCl)c(=O)n(C)c1=O
  -2.4 | 15.4 | 28.5 | 15.4
- N/C(=N\OC(=O)Cc1cccc2ccccc12)c1ccccn1
  5.4 | 16.1 | 12.1 | 16.1
- C=CCSc1nnc(Cc2cc(=O)[nH]c(=O)[nH]2)n1-c1cc(C)ccc1C
  20.3 | -5.4 | 10.4 | -5.4
- O=C(/C=C/Nc1cccc([N+](=O)[O-])c1)c1cccs1
  29.0 | 2.2 | x | x
- CC(C)N(C(=O)COC(=O)c1ccccc1C(=O)N1CCN(c2ccc(F)cc2)CC1)C(C)C
  -10.0 | -1.4 | 21.3 | -1.4
- O=C(O)C1C(c2ccccc2)C(C(=O)Oc2ccc(O)cc2)C1c1ccccc1 (centres undefined)
  10.0 | 12.1 | 11.9 | 12.1
- O=c1cc(Nc2ccc3c(c2)OCCO3)[nH]c(=O)n1C1CCCCC1
  1.9 | -3.5 | 9.8 | -3.5
- CCOC(=O)C1=C(N)n2c(s/c(=C/c3ccco3)c2=O)=C(C(=O)OC)C1c1ccco1 (centres undefined)
  -17.4 | -14.3 | -32.3 | -14.3
- S=C1NCCc2ccccc2C1c1ccccc1Cl (centres undefined)
  -10.6 | -21.7 | 21.2 | -21.7
- CCOC(=O)C1=C(C)NC(=O)NC1c1ccccc1OCc1c(F)cccc1Cl (centres undefined)
  8.4 | 12.5 | 30.4 | 12.5
- O=C1CC(c2ccc(F)cc2)CC(O)=C1C=NCCN1CCNCC1 (centres undefined)
  -4.5 | -6.7 | x | x
- COc1ccccc1N1CCN(C(=O)c2ccncc2)CC1
  15.2 | 1.6 | 10.2 | 1.6

New compounds follow
Values run as follows: Yeast tox | Yeast tox inhibition % | eIF2B yeast act | eIF2B yeast act mutant toxicity
- CC(=O)c1cccc(NC(=O)C2CC(=O)N(Cc3ccccc3)C2)c1 (centres undefined)
  11.5 | 10.0 | -11.4 | 10.0
- Cc1cccc(NC(=S)NCc2cccn2C)c1
  18.6 | -3.2 | 15.4 | -3.2
- CC1CCCN(C(=O)COC(=O)c2ccc[nH]c2=O)C1 (centres undefined)
  -8.1 | -28.6 | -34.5 | -28.6
- O=C(c1cc2ccccc2oc1=O)N1CCCC1
  -13.1 | 3.7 | x | x
- O=C(COc1ccc(F)cc1)NCC1CCCO1 (centres undefined)
  -2.7 | 7.4 | x | x
- CCOC(=O)c1[nH]c2ccc(OC)cc2c1NC(=O)N1CCOCC1
  -11.1 | 0.0 | -48.6 | x
- COc1ccc(CN2CCN(C(=O)c3cccnc3)CC2)cc1Br
  17.7 | 16.7 | -8.0 | 16.7
- CCC(=O)N1CCc2cc(S(=O)(=O)CCC(=O)Nc3ccc(CC)cc3)ccc21
  -12.8 | 0.0 | -56.0 | x
- COc1ccc(S(=O)(=O)N2CCOCC2)cc1C(=O)Nc1ccon1
  7.9 | -28.8 | 23.5 | -28.8
- O=C(Nc1ccc(Cl)cc1)NC1CCS(=O)(=O)C1 (centres undefined)
  1.6 | 10.0 | 22.1 | 10.0
- CN(/N=C/c1cccs1)c1cc(=O)n(C)c(=O)[nH]1
  -0.4 | -1.6 | x | x
- CCC(C)OC(=O)C1=C(C)OC23OC(N)=C(C#N)C12C(=O)c1ccccc13 (centres undefined)
  10.3 | -2.9 | -11.8 | -2.9
- COc1ccccc1NC(=O)NCC(=O)Nc1ccc(F)c(F)c1
  12.2 | 17.9 | -12.1 | 17.9
- O=C(c1ccco1)N1CCN(C(=O)C2CCCO2)CC1 (centres undefined)
  15.8 | -6.5 | 16.6 | -6.5
- CCC(Sc1nc2ccccc2c(=O)[nH]1)C(=O)O (centres undefined)
  10.8 | 18.8 | 29.4 | 18.8
- CC1CCN(S(=O)(=O)c2ccc(C(=O)NCc3ccc4c(c3)OCO4)cc2)CC1
  -10.4 | -12.9 | -6.4 | -12.9
- O=C(CC1NC(=O)NC1=O)NC1(C(=O)NC2CCCCC2)CCCCC1 (centres undefined)
  6.5 | 11.5 | 17.3 | 11.5
- CC(N=Cc1ccccc1O)c1ccccc1 (centres undefined)
  9.2 | 9.4 | 25.3 | 9.4
- Cc1ccccc1-n1nc2c(c1NC(=O)c1ccc(S(=O)(=O)N(C)C)cc1)CSC2
  -5.0 | 3.5 | 18.1 | 3.5
- CCSc1nc(C)c(C(C)=O)cc1C#N
  21.5 | 13.5 | 26.6 | 13.5
- CS(=O)(=O)N(CC(=O)NCCc1ccccc1)C1CCCCC1
  33.9 | 22.6 | 17.1 | 22.6
- O=C(Oc1ccc(F)cc1C(=O)/C=C/c1cccs1)c1cccc([N+](=O)[O-])c1
  10.7 | -10.0 | -39.3 | -10.0

Profiles from above. Values in the order: Yeast tox	Yeast tox inhibition %	eIF2B yeast act	eIF2B yeast act mutant toxicity
CC(=O)c1cccc(NC(=O)C2CC(=O)N(Cc3ccccc3)C2)c1 (centres undefined) is listed as 11.5	10.0	-11.4	10.0
COc1ccccc1NC(=O)NCC(=O)Nc1ccc(F)c(F)c1 is listed as 12.2	17.9	-12.1	17.9
CCC(Sc1nc2ccccc2c(=O)[nH]1)C(=O)O (centres undefined) is listed as 10.8	18.8	29.4	18.8
COc1ccc(S(=O)(=O)N2CCOCC2)cc1C(=O)Nc1ccon1 is listed as 7.9	-28.8	23.5	-28.8

By substructure, the entries above containing a COOH group (three)
Values run as follows: Yeast tox | Yeast tox inhibition % | eIF2B yeast act | eIF2B yeast act mutant toxicity
- COc1ccccc1Nc1ncccc1C(=O)O
  26.9 | -13.6 | 19.1 | -13.6
- O=C(O)C1C(c2ccccc2)C(C(=O)Oc2ccc(O)cc2)C1c1ccccc1 (centres undefined)
  10.0 | 12.1 | 11.9 | 12.1
- CCC(Sc1nc2ccccc2c(=O)[nH]1)C(=O)O (centres undefined)
  10.8 | 18.8 | 29.4 | 18.8

A portion of the library; the hit share may differ from the screen's.
